# SRC1 inh = inhibitors of human steroid receptor coactivator 1 (SRC1); Q15788; HEK293 GAL4-SRC1 luciferase reporter, luminescence; inhibition, % at 3.6 µM; 0.12% of 360,000 active;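 active = inhibition above the campaign mean plus 3 SD, with each screening campaign given its own cutoff, cut at about 60% in these data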;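 note: 0% = DMSO treated cells and 100% = gossypol at 36 µM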
# NCOA3 inh = inhibits human SRC3 coactivator. inhibition, % at 3.6 µM. AID 588352. 0.17% of 360,000 active. Q9Y6Q9. HEK293 GAL4-SRC3 luciferase reporter, luminescence;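 active = inhibition above a per-campaign cutoff, the mean of all compounds plus 3 SD, cut at about 60% in these data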;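 note: 0% = DMSO-treated cells and 100% = gossypol-treated cells at 36 µM; higher means less SRC3-driven luciferase light from the GAL4 reporter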
# EBV LMP1 NFkB = reduces LMP1-driven NF-kappaB luciferase signal. LMP1-induced NF-kappaB luciferase reporter cells, luminescence. inhibition, % at 12.5 µM. 0.69% of 350,000 active. AID 504558; in the data active = inhibition above about 41%;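 note: 0% = neutral control wells and 100% = reference inhibitor control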
# TWEAK-Fn14 inh = inhibitors of TWEAK-Fn14 interaction signaling | TWEAK-stimulated Fn14 reporter cells, luciferase luminescence, 8 h | inhibition, % at 10 µM | 2% of 360,000 active; in the data active = inhibition above about 50%
# KKLEB cytotox = CF airway cell cytotoxicity counter-screen; 0.36% of 360,000 active; activity change (cytotoxicity), % at 5 µM; KKLEB CF airway cells viability, ATPlite luminescence, overnight; active compounds read low; cells stimulated with P. aeruginosa culture filtrate;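 active = corrected activity change at or below -50% at 5 µM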
# CF NFkB block = blocks PAF-induced NF-kB reporter in cystic fibrosis cells; 0.86% of 360,000 active; KKLEB NF-kB-GFP reporter, GFP fluorescence overnight; inhibition, % at 5 µM;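 active = at least 50% inhibition at 5 µM, scaled per plate between neutral and stimulator controls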;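 note: PAF is a Pseudomonas aeruginosa culture filtrate used as stimulus; plate controls were PAF-stimulated DMSO wells for no effect and unstimulated DMSO wells for full effect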
# TROY signal inh = blocks TROY-dependent signaling in reporter cells. Q293 LMP1-TROYcd NF-kB luciferase reporter, 4 h. inhibition, % at 10 µM. 0.98% of 360,000 active;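 active = compounds whose plate-normalised and pattern-corrected inhibition of the luciferase reporter signal at the single screening dose is 50% or more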
# NCOA2 inhibitor = human SRC2 (NCOA2) inhibition; Q15596; inhibition, % at 9 µM; 0.17% of 370,000 active; HEK293 GAL4-SRC2 luciferase reporter, luminescence;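 active = inhibition above the mean inhibition of all tested compounds plus 3 SD, set per campaign, cut at about 52% in these data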;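 note: 0% = DMSO treated cells and 100% = cells given Gossypol at 36 µM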
# C8 TRAIL sens = sensitizes caspase-8 expressing cells to TRAIL; NB7+C8 cells + TRAIL, ATPlite viability luminescence; inhibition (viability loss, TRAIL sensitization), % at 10 µM; 1% of 360,000 active; AID 624354;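 active = compounds causing at least 50% loss of cell viability in the single-dose screen, relative to plate controls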
# NR5A2 inv ag = NR5A2 inverse agonism in reporter assay; HEK293T StAR-luciferase reporter, LRH-1 transfected, 24 h; inhibition, % at 3.6 µM; 0.13% of 360,000 active; AID 602396;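 active = inhibition above the mean inhibition of all tested compounds plus 3 SD, cut at about 73% in these data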;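 note: 0% = DMSO wells and 100% = reporter-only cells lacking LRH-1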
# NR2F2 inh = inhibitors of human COUP-TFII (NR2F2); P24468; HEK293T NGFI-A luciferase reporter, luminescence; inhibition, % at 8.6 µM; 0.7% of 370,000 active; AID 686940;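 active = inhibition above a per-plate cutoff, mean inhibition of test wells between control levels plus 3 SD, cut at about 38% in these data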;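 note: cells cotransfected with COUP-TFII expression vector driving the NGFI-A reporter; 0% = median of COUP-TF2 test wells and 100% = reporter-only cells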
# The depositor's hits bear a star; nt = not tested or not shown. Not a hit list; overall some 4.2% were active at least once.
SMILES,SRC1 inh,NCOA3 inh,EBV LMP1 NFkB,TWEAK-Fn14 inh,KKLEB cytotox,CF NFkB block,TROY signal inh,NCOA2 inhibitor,C8 TRAIL sens,NR5A2 inv ag,NR2F2 inh
COc1ccccc1NS(=O)(=O)c1cc(N)ccc1N1CCOCC1,-18,15,8,-9,20,-14,-8,-9,12,-8,9
Cc1ccc2[nH]c(=O)c(C(c3nnnn3C3CCCC3)N(Cc3cccnc3)Cc3ccco3)cc2c1 (centres undefined),2,3,4,15,12,21,17,-16,-6,-8,-5
O=[N+]([O-])c1cc(S(=O)(=O)N2CCCC2)ccc1OCc1ccccc1,14,4,-3,18,-2,7,-22,-26,12,0,5
CCN1CCN(CCCNC(=O)CS(=O)(=O)Cc2nc(-c3ccccc3C)oc2C)CC1,-13,15,1,5,4,8,7,-13,-17,-5,-10
COC(=O)Oc1cncc(C(=O)O)c1,-10,7,-12,1,-2,-17,3,-34,-19,6,4
CC(=O)c1cc(C#N)c(SCC(=O)Nc2nccs2)nc1C,-59,-47,-32,-12,-6,-40,-48,-20,-2,-29,-28
COc1ccccc1N1CCN(C(=O)c2ccc(-c3ccc(Cl)cc3)o2)CC1,17,17,30,22,-20,30,43,15,28,22,4
CCCCNC(=O)C(Sc1ccccc1)c1ccccc1 (centres undefined),3,23,3,-6,-6,8,11,7,29,19,-23
O=C(COc1ccccc1)N/N=C/c1sc(=O)n(Cc2cccc(C(=O)O)c2)c1Cl,-9,9,6,-23,-3,5,2,-1,4,-12,-1
Cc1ccc2nc(C(C)(C)C)c(Cc3cccc(Cl)c3)n2c1,-35,-35,nt,1,-13,10,44,-37,7,-17,-14
CCCc1[nH]nc2c1C1(C(=O)N(CC)c3ccccc31)C(C#N)=C(N)O2 (centres undefined),12,-2,-11,9,-3,3,-3,nt,-9,14,nt
CCOC(=O)c1ccc2c(c1)n(CC)c(C)[n+]2CC,-10,20,5,-5,2,7,0,-12,-13,9,-16
CCNC(=O)CC(=O)Nc1ccccc1C(=O)O,-5,12,-3,-4,-7,7,-1,-13,-11,-4,-24
O=C(COC(=O)CCc1nc2ccccc2c(=O)[nH]1)Nc1ccc2c(c1)OCO2,-13,-1,-11,-19,2,5,2,-11,10,1,-1
CCOc1ccc(NC(=O)CN2C(=O)COc3ccc(S(=O)(=O)N4CCCC4)cc32)cc1,9,10,-8,-7,16,15,-1,-4,-30,9,22
O=C1CC(C(=O)Nc2ccccc2)S/C(=N\N=C\c2ccco2)N1 (centres undefined),-15,5,7,4,9,-4,-7,-48,-1,-28,17
CCC1(c2ccccc2)NC(=O)N(CC(=O)Nc2ccc(OC)nc2)C1=O (centres undefined),4,-1,5,6,4,-41,6,4,-13,-6,11
O=C(N/N=C/c1ccccc1C(=O)O)c1cc(-c2ccc3c4c(cccc24)CC3)n[nH]1,-18,-16,-51,-23,14,14,-43,-26,-7,-53,-39
Cc1ccc(C)c(S(=O)(=O)NCCCc2ccccc2)c1,19,4,-2,-6,-1,0,6,-12,-3,1,-5
COC(=O)[C@]1(C)CCC[C@@]2(C)C3CC[C@@]4(C)C[C@]3(CCC21)CC(=O)N4Cc1ccc(OC)cc1 (some centres undefined),5,3,10,1,8,10,16,5,-3,-22,11
CCS(=O)(=O)Nc1cccc(C2=NN(S(=O)(=O)c3ccc(C)cc3)C(c3ccco3)C2)c1 (centres undefined),4,10,0,-1,-2,4,18,-3,6,-17,-1
COc1ccccc1/C=N/NC(=O)c1ccc(C)nc1,4,-18,-1,14,13,-15,-12,-9,-4,3,-2
COc1cccc(NC(=O)CSc2nnc(Cn3c(=O)sc4ccccc43)n2C)c1,6,-5,-2,3,2,8,-2,-23,-11,-10,18
O=c1[nH]c2cc(Cl)ccc2n(CCNc2ncc(C(F)(F)F)cc2Cl)c1=O,-4,-14,-5,0,-7,-4,14,-2,-3,-7,4
N#CCc1ccc(NS(=O)(=O)c2ccc(C3CCCCC3)cc2)cc1,5,11,4,31,-2,-6,3,24,18,25,30
Cc1sc2nc(CSc3ncn[nH]3)[nH]c(=O)c2c1C,15,8,4,-5,27,-6,-18,-22,-2,-1,10
O=C(Nc1ccccc1)N(C1=NCCC1)c1ccccc1,-26,8,-5,2,-14,-7,-8,-19,0,12,10
Cc1cc(-c2csc(NC(=O)c3ccc(C#N)cc3)n2)c(C)n1Cc1ccco1,1,4,-7,18,-4,5,-3,1,8,-5,28
O=C(NCc1ccco1)/C(=C\c1cccs1)NC(=O)c1cccs1,-1,-3,-1,-9,17,-13,-46,-4,0,-6,0
COc1cccc(-c2ncc3ccccc3c2COC(=O)c2cccc(Br)c2)c1,-13,-30,-14,-13,-10,16,-9,-34,-5,-23,2
COc1ccc(NC(C)=O)cc1NC(=O)CSc1nnc(-c2ccc(F)cc2)n1N,2,11,1,-9,5,-8,-7,21,0,4,9
Cc1nc(C)c(C(=O)N(c2ccccc2F)C(C(=O)NCC2CCCO2)c2ccccc2)s1 (centres undefined),0,11,0,2,9,-3,4,1,-4,6,15
CCOc1cc(NC(=S)NCC(C)C)c(OCC)cc1NC(=O)c1ccco1,-1,14,6,-5,5,-5,10,6,-4,14,-8
CCOC(=O)CNC(=O)c1cccs1,-20,-9,-10,-11,4,-9,-9,-31,2,-1,-2
Cc1cc(C(=O)CSc2nnc(-c3ccco3)o2)c(C)n1C,-18,-36,-17,-4,2,-4,4,-23,3,-6,-12
CCCc1cc(=O)oc2c(C)c(OCC(=O)N3CCC[C@@H]3C(=O)O)ccc12,2,1,-8,-4,6,-1,9,-3,-4,-15,8

# Compound profiles, as listed above. Order of values: SRC1 inh	NCOA3 inh	EBV LMP1 NFkB	TWEAK-Fn14 inh	KKLEB cytotox	CF NFkB block	TROY signal inh	NCOA2 inhibitor	C8 TRAIL sens	NR5A2 inv ag	NR2F2 inh
# Entry for `O=C(Nc1ccccc1)N(C1=NCCC1)c1ccccc1` → -26	8	-5	2	-14	-7	-8	-19	0	12	10
# Entry for `Cc1sc2nc(CSc3ncn[nH]3)[nH]c(=O)c2c1C` → 15	8	4	-5	27	-6	-18	-22	-2	-1	10
# Entry for `CCOc1cc(NC(=S)NCC(C)C)c(OCC)cc1NC(=O)c1ccco1` → -1	14	6	-5	5	-5	10	6	-4	14	-8
# Entry for `Cc1cc(C(=O)CSc2nnc(-c3ccco3)o2)c(C)n1C` → -18	-36	-17	-4	2	-4	4	-23	3	-6	-12

# The listing picks up; the four compounds before the break are reprinted first.
SMILES,SRC1 inh,NCOA3 inh,EBV LMP1 NFkB,TWEAK-Fn14 inh,KKLEB cytotox,CF NFkB block,TROY signal inh,NCOA2 inhibitor,C8 TRAIL sens,NR5A2 inv ag,NR2F2 inh
CCOc1cc(NC(=S)NCC(C)C)c(OCC)cc1NC(=O)c1ccco1,-1,14,6,-5,5,-5,10,6,-4,14,-8
CCOC(=O)CNC(=O)c1cccs1,-20,-9,-10,-11,4,-9,-9,-31,2,-1,-2
Cc1cc(C(=O)CSc2nnc(-c3ccco3)o2)c(C)n1C,-18,-36,-17,-4,2,-4,4,-23,3,-6,-12
CCCc1cc(=O)oc2c(C)c(OCC(=O)N3CCC[C@@H]3C(=O)O)ccc12,2,1,-8,-4,6,-1,9,-3,-4,-15,8
Cc1cc(C(F)(F)F)nc(SCC(=O)Nc2ccccc2)n1,1,5,7,4,1,-2,22,-7,-4,-10,-2
COC1C=CC=C(C)C(=O)NC2=CC(=O)C(N)=C(CC(C)CC(OC)C(O)C(C)C=C(C)C1OC(N)=O)C2=O (centres undefined),72*,75*,72*,70*,17,64*,18,19,40,86*,55*
O=C(O)COc1ccc(/C=N/NC(=O)COc2nsnc2N2CCOCC2)cc1,1,10,5,-2,14,-3,-11,12,0,8,9
COc1ccc(NS(=O)(=O)c2ccc(NC(=S)NC(=O)c3cccc(F)c3)cc2)nn1,3,6,1,8,-10,-6,-5,4,1,18,-13
O=C(CCc1ccccc1Cl)Nc1cc(S(=O)(=O)N2CCOCC2)ccc1N1CCCC1,-16,21,-2,10,-8,6,7,-39,-8,-1,17
Nc1cc(C(=O)OCC(=O)NNC(=O)c2ccccc2)ccc1Cl,-7,4,2,5,1,-2,-22,0,11,-17,-4
COc1ccc2cc(/C(C)=N/NC(=O)c3cc(-c4cccnc4)nc4ccccc34)ccc2c1,-15,2,3,-37,12,-22,-12,17,-1,-9,6
Cc1ccc(NC(=O)c2ncn[nH]2)cc1,-10,-2,-15,9,2,-10,5,4,4,4,-3
Cn1cc(CNC(=O)/C=C/c2ccc(Cl)cc2)cn1,-11,10,-5,1,0,0,-9,-15,16,-7,-24
Cc1cc(Nc2ccc(C)c(C)c2)c2ccccc2n1,9,9,10,-25,-3,-20,-12,13,6,-1,7
CCCOc1ccc(C2NC(=O)NC2=O)cc1 (centres undefined),-21,1,-1,0,-6,-6,1,-14,-19,19,8
COc1ccc(-c2csc(NC(=O)C3CSC4(C)CCC(=O)N34)n2)cc1 (centres undefined),3,6,-8,-12,2,6,15,-7,-9,1,-7
Cc1nc2scc(-c3ccccc3)c2c(=O)n1/N=C/c1ccco1,10,10,4,13,3,-6,nt,0,-9,-6,-15
Cc1ccc(C)c(NC(=O)c2cnc3n(c2=O)CCS3)c1,-10,-5,-18,-17,-4,17,-35,4,4,1,-13
Cc1cccc(NC(=O)CS(=O)(=O)c2cn(C)c3ccccc23)c1,13,12,12,-18,9,-40,-23,3,31,20,14
COCc1nnc(NS(=O)(=O)c2ccc(Br)cc2)s1,3,-5,5,9,-10,-25,3,-13,-11,-10,10
Cc1cccc(NC(=O)CCC(=O)N2CCOCC2)n1,-6,-10,1,3,-6,28,5,-3,2,-9,-12
COc1ccc(/C=C(\NC(=O)c2ccc(OCC(C)C)cc2)C(=O)OCc2ccco2)cc1,9,4,7,4,-1,10,-1,-10,-6,-8,6
CCC(CC)c1nnc(NC(=O)CS(=O)(=O)Cc2ccccc2)s1,-13,2,3,11,3,-12,-4,7,-11,-3,3
CC1CCN(C(=O)c2ncn3c2c(=O)[nH]c2ccccc23)CC1,-2,-12,1,-11,8,-38,9,-7,0,5,-5
CC(=O)c1ccc(NC(=O)CCCN2C(=O)COc3ccc(C)cc32)cc1,-8,0,0,-4,0,-2,-22,-4,7,3,-10
N#Cc1ccccc1S(=O)(=O)N1CCN(C(=O)Cc2n[nH]c(=O)c3ccccc23)CC1,2,5,0,-2,-9,-10,-1,-6,2,-15,-4
O=C(CNCCc1ccc(Cl)cc1)Nc1ccc(C(=O)N2CCCCC2)cc1,2,2,5,-11,-7,12,3,-17,8,1,-10
COc1ccc(Oc2ccc(C(F)(F)F)cc2NC(=O)c2ccc(C)cc2)cc1,4,6,2,-24,-1,-5,3,24,13,13,-7
CNS(=O)(=O)c1ccc(NC(=O)c2cc(-c3ccncc3)nc3ccc(Cl)cc23)cc1,5,-35,-1,-17,-14,-16,-13,22,3,-2,9

# Screening results (PubChem BioAssay)
